Screening data: PubChem, several laboratories
Pf gametocyte = late stage P. falciparum gametocyte viability inhibitors, primary screen, ATP luminescence, HTS; P. falciparum stage V gametocytes, 24 h; inhibition, % at 10.9 µM; hit rate 0.065% among 150,000; AID 743093, 2013;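 active = inhibition above the mean plus 3 SD of compounds within the control limits, set per campaign, cut at about 38% in these data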;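 note: 0% = DMSO wells and 100% = medium only without gametocytes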
Rab2 wt GTP = modulators of GTP binding to Rab2A wildtype, primary screen, biochemical, dog, bead-based flow cytometry, multiplex. Ras-related protein Rab-2A (Canis lupus familiaris), P61105. GST-Rab2 wt beads, Bodipy-GTP binding. GTP binding activity, % at 10 µM. hit rate 0.19% among 190,000. AID 760, 2007;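 active = GTP binding activity at least 20 points away from 100%, either lowered or raised; inconclusive = signal likely due to the compound's own green fluorescence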;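 note: 0% = beads with excess unlabeled GTP and 100% = no-compound control corrected for plate trend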
Cdc42 wt GTP = modulators of GTP binding to wildtype Cdc42, primary screen, biochemical, multiplex bead flow cytometry, Bodipy-GTP | hit rate 0.2% among 190,000 | percent activity (GTP binding), % at 10 µM | GST-Cdc42 beads; actives lie on both sides | Cell division control protein 42 homolog (Homo sapiens), P60953;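 active = percent activity GTP binding at least 20 points away from the 100% baseline, either down as inhibitor or up as activator; inconclusive = compound flagged as likely green fluorescent from well-wide comparison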;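 note: median bead fluorescence of bound Bodipy-FL-GTP at 100 nM; 0% = excess unlabeled GTP control and 100% = no compound control; below 100% means less GTP binding so inhibitor and above means activator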
Target sequence (P60953 whole entry, looked up): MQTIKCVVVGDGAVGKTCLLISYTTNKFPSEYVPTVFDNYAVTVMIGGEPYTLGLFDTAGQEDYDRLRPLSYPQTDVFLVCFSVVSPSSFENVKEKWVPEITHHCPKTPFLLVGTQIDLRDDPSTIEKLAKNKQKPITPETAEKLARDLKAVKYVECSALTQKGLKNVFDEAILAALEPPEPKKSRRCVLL
Bim-Mcl-1 = inhibitors of Bim peptide binding to Mcl-1, primary screen, biochemical, bead-based flow cytometry, multiplex | Bim peptide-Mcl-1 binding | inhibition, % at 10 µM | hit rate 0.1% among 190,000 | AID 1009, 2008; in the data active = inhibition above about 40%;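 note: 0% = no compound tracer wells and 100% = peptide blocker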
Target sequence (Q07820 whole entry, looked up): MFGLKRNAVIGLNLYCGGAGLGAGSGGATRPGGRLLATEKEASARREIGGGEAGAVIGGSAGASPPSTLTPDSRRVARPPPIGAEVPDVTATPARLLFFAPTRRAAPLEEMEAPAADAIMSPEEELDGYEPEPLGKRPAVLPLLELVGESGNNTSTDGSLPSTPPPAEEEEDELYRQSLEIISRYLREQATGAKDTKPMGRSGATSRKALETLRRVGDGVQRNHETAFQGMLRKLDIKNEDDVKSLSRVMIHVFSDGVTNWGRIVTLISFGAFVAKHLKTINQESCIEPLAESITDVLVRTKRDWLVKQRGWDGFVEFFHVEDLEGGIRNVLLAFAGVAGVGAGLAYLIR
Mcl1 Noxa PPI = Mcl-1/Noxa binding inhibitors, primary screen, biochemical, TR-FRET, 1536-well; Induced myeloid leukemia cell differentiation protein Mcl-1 (Homo sapiens), Q07820; hit rate 1.5% among 220,000; TR-FRET Mcl-1/Noxa peptide binding, 2 h; inhibition, % at 21.7 µM; AID 1022, 2008;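 active = compounds that cut the protein-peptide binding signal by more than 50% relative to plate controls in a single-dose test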;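 note: His-tagged Mcl-1 with rhodamine Noxa BH3 peptide and terbium anti-His antibody; 0% = Mcl-1 plus Noxa peptide wells and 100% = peptide-only wells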
Rac1 wt modul = wildtype Rac1 GTP binding modulators, primary screen, biochemical, GST-Rac1 beads, flow cytometry, multiplex | Ras-related C3 botulinum toxin substrate 1 (Homo sapiens), P63000 | fluorescent GTP binding; actives lie on both sides; 0 = cold GTP competed, 100 = untreated | GTP binding activity (% of control), % at 10 µM | hit rate 0.27% among 190,000 | AID 757, 2007;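 active = GTP binding activity at least 20 points away from the 100% control level, either lower or higher; inconclusive = compound flagged as likely green fluorescent, judged across all proteins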
Rac1 act GTP bind = GTP binding modulators of activated mutant Rac1, primary screen, biochemical, bead-based flow cytometry, multiplex, fluorescent GTP; Ras-related C3 botulinum toxin substrate 1 (Homo sapiens), P63000; GST-Rac1 activated beads; actives lie on both sides; 100% means binding = to untreated wells; percent activity (GTP binding), % at 10 µM; hit rate 0.11% among 190,000; AID 764, 2007;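 active = GTP binding at least 20 percentage points away from the 100% baseline, in either direction, so actives lie on both sides; inconclusive = Compound likely fluorescent itself, or too few beads counted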
Avidin fluor = green autofluorescence of compounds with avidin beads – biophysical, 488/530 nm, flow cytometry, artefact control, profiling panel; compound fluorescence 488/530 nm; stronger effect = higher value; fluorescence (KMESF) at 10 µM; hit rate 0.38% among 220,000; AID 1775, 2009; in the data active = fluorescence above about 47; note: inactives centre near 10
Rab7 wt modul = modulators of GTP binding to Rab7, primary screen, biochemical, wildtype, multiplex bead flow cytometry. Rab7 GTPase wild type (dog), Bodipy-FL-GTP binding. GST-Rab7 beads, fluorescent GTP binding; actives lie on both sides; untreated = 100%, excess cold GTP = 0%. GTP binding activity (percent of control), % at 10 µM. hit rate 0.055% among 190,000. AID 758, 2007;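 active = fluorescent GTP binding to Rab7 beads changed by at least 20 points from the 100% baseline, either direction, mostly lower; inconclusive = compound itself probably fluorescent, or too few beads counted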;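 note: median green fluorescence of bound Bodipy-FL-GTP per Rab7 bead population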
HRas wt GTP bind = modulators of GTP binding to HRas wildtype, primary screen, biochemical, bead-based flow cytometry, multiplex | GST-Ras wt beads, Bodipy-FL-GTP binding; actives lie on both sides | hit rate 0.14% among 190,000 | GTP binding activity, % at 10 µM | GTPase HRas (Homo sapiens), P01112;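 active = GTP binding activity at least 20% away from the 100% baseline, either lowered as inhibitor or raised as activator; inconclusive = flagged as likely green fluorescent, judged across all proteins in the well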;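 note: 0% = unlabeled GTP competition control and 100% = no-compound control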
Target sequence (P01112 whole entry, looked up): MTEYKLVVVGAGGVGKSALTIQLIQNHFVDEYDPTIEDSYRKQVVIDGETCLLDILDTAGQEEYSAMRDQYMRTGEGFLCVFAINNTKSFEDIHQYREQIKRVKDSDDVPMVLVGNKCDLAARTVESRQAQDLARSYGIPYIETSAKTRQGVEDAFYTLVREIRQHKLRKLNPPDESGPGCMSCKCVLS
Mcl1 Bid PPI = Mcl-1/Bid binding inhibitors, primary screen, biochemical, TR-FRET, 1536-well; inhibition, % at 21.7 µM; AID 1021, 2008; TR-FRET Mcl-1/Bid-Dy647 peptide binding; Induced myeloid leukemia cell differentiation protein Mcl-1 (Homo sapiens), Q07820; hit rate 0.97% among 220,000;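 active = compounds that cut the binding signal by more than half at the single screening dose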;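 note: His-tagged Mcl-1 with europium anti-His antibody binding Bid BH3 peptide; 0% = Mcl-1 plus peptide wells and 100% = peptide-only wells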
Active calls of the source: *; ? = inconclusive; / = no result given. Rows were taken by chance; overall some 2.7% were active at least once.

SMILES	Pf gametocyte	Rab2 wt GTP	Cdc42 wt GTP	Bim-Mcl-1	Mcl1 Noxa PPI	Rac1 wt modul	Rac1 act GTP bind	Avidin fluor	Rab7 wt modul	HRas wt GTP bind	Mcl1 Bid PPI
COc1ccc(C(=O)C2CCCN(C(=O)c3c4c(nn3C)CCCC4)C2)cc1F (configuration not stated)	/	97	97	1	6	101	98	9	97	97	-53
O=C(CSc1nnnn1-c1ccc2c(c1)OCCO2)Nc1nc2c(s1)CCCC2	-1	98	102	0	18	103	97	8	96	97	2
CN1C(=O)C2(N=c3ccccc3=N2)c2ccccc21	/	?	?	0	-6	?	?	16	?	?	-5
CCc1cccc2c(C(=O)CSc3nnc(-c4ccncc4)n3C)c[nH]c12	6	100	104	-1	11	108	100	9	102	102	-2
O=C(COC(=O)CCCN1C(=O)c2cccc3cccc(c23)C1=O)Nc1cccc(C(F)(F)F)c1	19	95	95	0	-5	98	95	12	94	92	2
COC(=O)c1sc(NC(=O)c2ccc(Cn3cc(Cl)cn3)o2)c(C#N)c1C	4	101	99	-3	26	98	100	14	99	100	-4
C=CCn1c(SCC(=O)Nc2ccccc2C)nc2sc(C)c(C)c2c1=O	11	101	104	-6	-4	102	98	24	95	101	-9
CCOc1ccccc1NC(=O)COC(=O)C1CC1	-4	93	95	-4	18	98	97	11	89	95	13
CN(C)S(=O)(=O)c1ccc(C(=O)Nc2ccc(CN3CCCC3)cc2)cc1	/	99	102	0	2	101	100	24	98	99	-8
CCOC(=O)C(/C=C(\C#N)C(=O)OCC)=C(/N)N1CCN(c2ccc(OC)cc2)CC1	/	96	94	0	10	96	91	14	96	97	11
COc1ccc(-c2nc(-c3cccc([N+](=O)[O-])c3O)cc(=O)o2)cc1OC	-10	100	102	-5	40	102	98	16	104	99	43
CC(C)NC(=O)CC(=O)N/N=C/c1ccc(Br)cc1	4	106	106	0	-1	107	103	5	109	105	-31
CC(=C1C(=O)c2ccccc2C1=O)N1CCC(C(N)=O)(N2CCCCC2)CC1	/	89	95	0	/	90	91	11	91	93	-7
CN1CCC(N(C)CC(=O)Nc2ccccc2N2CCOCC2)CC1	-5	99	102	3	37	104	101	8	98	101	3
Cc1c2c(nc3c(C(=O)NC4CCCC4)cnn13)CCCC2	/	98	101	-2	8	99	97	12	102	101	-7
CC[n+]1c(C)n(-c2ccccc2)c2ccc(NC(C)=O)cc21	7	95	94	0	23	101	96	12	97	99	-21
CCOc1ccc(S(=O)(=O)NCc2ccccc2Cl)cc1C(N)=O	14	98	96	3	28	99	95	8	100	97	-28
CC(=O)Nc1cc(C(=O)O)ccc1S(=O)(=O)c1ccc(C)cc1	-17	103	99	-5	12	102	99	27	103	102	21
O=C(CSc1nc2ccccc2c(=O)n1CCCN1CCOCC1)Nc1ccc2c(c1)OCO2	1	98	94	0	-6	95	97	11	103	99	-48
CCCSc1nc(C)c2cc(C)cc(C)c2n1	/	101	103	-7	13	108	100	26	101	101	-15
CCC(=O)Nc1nnc(-c2ccco2)o1	/	?	?	0	-20	?	?	7	?	?	-20
CC1CN(S(=O)(=O)c2ccc(NC(=O)CCN3C(=O)c4ccccc4C3=O)cc2)CC(C)O1 (configuration not stated)	2	101	97	-3	-12	99	99	8	98	97	8
COc1ccc2c(c1)CCc1c(C(=O)NCc3ccc(Cl)cc3)noc1-2	-13	99	97	-3	3	97	97	5	101	99	1
O=C1CC2(CCCCC2)Oc2ccc(OCC(=O)N3CCOCC3)cc21	/	95	97	-1	17	97	94	40	100	98	-1
CC(NC(=S)Nc1ccc(OC(F)F)cc1OC(F)F)C(C)(C)C (configuration not stated)	/	96	99	-25	13	105	100	2	101	103	-55
CCC(C)(C)NC(=O)C(c1cccn1C)N(C(=O)Cn1nnc2ccccc21)c1ccccc1OC (configuration not stated)	/	103	102	-3	1	107	99	5	99	99	-7
Cc1ccc(OCC2Cn3c(nc4c3c(=O)[nH]c(=O)n4C)O2)cc1 (configuration not stated)	-11	99	98	-1	-7	103	99	17	99	99	-21
COc1ccc(OC)c(/C=C/C(=O)N2C(=O)c3cccc(N)c3C2=O)c1	10	93	91	-3	4	108	96	2	99	93	49
O=C(Nc1ccc(N2CCCCC2)cc1)c1cccnc1	/	102	104	0	8	107	102	31	102	100	-48
COC(=O)c1cc(NC(=O)c2nccnc2C(=O)O)cc(C(=O)OC)c1	/	99	99	1	14	103	96	7	98	100	20

Not a retest: an excerpt of the list.
SMILES	Pf gametocyte	Rab2 wt GTP	Cdc42 wt GTP	Bim-Mcl-1	Mcl1 Noxa PPI	Rac1 wt modul	Rac1 act GTP bind	Avidin fluor	Rab7 wt modul	HRas wt GTP bind	Mcl1 Bid PPI
CCC(=O)Nc1nnc(-c2ccco2)o1	/	?	?	0	-20	?	?	7	?	?	-20
CC1CN(S(=O)(=O)c2ccc(NC(=O)CCN3C(=O)c4ccccc4C3=O)cc2)CC(C)O1 (configuration not stated)	2	101	97	-3	-12	99	99	8	98	97	8
COc1ccc2c(c1)CCc1c(C(=O)NCc3ccc(Cl)cc3)noc1-2	-13	99	97	-3	3	97	97	5	101	99	1
O=C1CC2(CCCCC2)Oc2ccc(OCC(=O)N3CCOCC3)cc21	/	95	97	-1	17	97	94	40	100	98	-1
CC(NC(=S)Nc1ccc(OC(F)F)cc1OC(F)F)C(C)(C)C (configuration not stated)	/	96	99	-25	13	105	100	2	101	103	-55
CCC(C)(C)NC(=O)C(c1cccn1C)N(C(=O)Cn1nnc2ccccc21)c1ccccc1OC (configuration not stated)	/	103	102	-3	1	107	99	5	99	99	-7
Cc1ccc(OCC2Cn3c(nc4c3c(=O)[nH]c(=O)n4C)O2)cc1 (configuration not stated)	-11	99	98	-1	-7	103	99	17	99	99	-21
COc1ccc(OC)c(/C=C/C(=O)N2C(=O)c3cccc(N)c3C2=O)c1	10	93	91	-3	4	108	96	2	99	93	49

(list continues)
SMILES	Pf gametocyte	Rab2 wt GTP	Cdc42 wt GTP	Bim-Mcl-1	Mcl1 Noxa PPI	Rac1 wt modul	Rac1 act GTP bind	Avidin fluor	Rab7 wt modul	HRas wt GTP bind	Mcl1 Bid PPI
Nc1nc(-c2cccnc2)nn1S(=O)(=O)c1ccccc1	/	98	99	-5	-13	99	96	23	96	98	-8
O=C(NCc1cccs1)C(=O)NCC(c1ccco1)N1CCN(c2ccccc2F)CC1 (configuration not stated)	-12	95	97	-1	16	102	96	15	102	97	-4
CCOC(=O)Cn1nc(C)c(NC(=O)CCc2ccc(OC)cc2)c1C	10	99	97	0	4	99	95	10	102	98	-29
O=C(O)CC/C(=N/NC(=O)c1cccs1)c1ccccc1	-9	97	101	1	25	104	101	2	99	99	-7
O=C(c1cccn2c(=O)c3ccccc3nc12)N1CCN(Cc2ccc3c(c2)OCO3)CC1	/	111	112	-2	11	107	101	20	106	111	-29
CC1(C)CC(=O)C(C2c3ccccc3S(=O)(=O)c3ccccc32)C(=O)C1	14	102	102	-1	11	101	98	9	107	101	-23
CC(=O)Nc1ccc(OCC(O)Cn2c(CO)nc3ccccc32)cc1 (configuration not stated)	-3	100	93	0	-5	95	94	8	104	96	-11
COc1ccc(C(=O)NCCc2cn3ccc(C)cc3n2)cc1	/	96	97	-1	20	96	94	4	98	96	-15
CCNC(=O)NC(=O)C(C)On1nnc2ccc(S(=O)(=O)N(CC)CC)cc21 (configuration not stated)	13	101	103	-9	16	106	100	9	101	101	-29
CC(=O)Nc1ccc(OCC(O)Cn2nc(C)nc2C)cc1 (configuration not stated)	/	97	102	0	6	97	96	13	95	98	-21
CCn1c(C)nc2cc(C(=O)N/N=C/c3ccc(OC)c(O)c3)ccc21	/	101	104	-4	20	106	104	13	101	103	-21
Cc1cc(Nc2cccc([N+](=O)[O-])c2)c2ccccc2n1	-12	97	99	1	15	98	99	12	96	97	-7
COc1cccc(C2=NOC(C(=O)Nc3cccnc3Cl)C2)c1OC (configuration not stated)	/	96	99	-1	17	101	98	14	102	99	-3
Cc1cn(S(=O)(=O)c2cc(Br)ccc2Br)cn1	-4	97	99	-5	5	102	99	4	101	98	-10
COc1nc(-c2ccc(Cl)cc2)ccc1-c1noc(-c2ccco2)n1	-12	101	103	0	43	103	98	13	100	101	34
CCOc1ccccc1-n1c(SCC(=O)N2CCCC2)nnc1-c1ccc(O)cc1	/	97	100	2	5	98	94	13	96	99	-20
Cc1ccc2[nH]c3c(c2c1)CN(C(=O)CN1CCN(Cc2ccc4c(c2)OCO4)CC1)CC3	9	94	97	-2	18	93	94	5	94	96	-1
N#CCSc1nc2cc(C(=O)N3CCC(C(N)=O)CC3)ccc2c2nc3ccccc3n12	/	103	103	0	51*	102	100	11	103	103	2
CC(C)(C)NC(=O)COc1ccc(CNCc2cccnc2)cc1	-10	97	95	-2	-7	97	96	12	97	95	8
NC(=O)C(c1cccc(Cl)c1)c1ncc(C(F)(F)F)cc1Cl (configuration not stated)	-5	97	98	2	-12	102	99	24	96	98	-9
COc1cc2[nH]c(=O)n(Cc3ccc(C(=O)NC4CCCC4)cc3)c(=O)c2cc1OC	/	102	105	1	-29	106	99	24	102	103	-5
O=C(Cc1ccccc1)Nc1ccc(NC(=O)c2cccc(Cl)c2)cc1	11	98	103	0	20	101	99	5	98	99	0
CCOc1ccccc1N1CCN(C(=O)CC(C)(C)C)CC1	/	97	95	-2	10	99	95	10	102	98	-13
